Assay outcomes from PubChem BioAssay.
T cruzi growth: blocks T. cruzi growth in NIH3T3 culture; T. cruzi beta-gal in NIH3T3, GalScreen luminescence, 90 h; inhibition, % at 8.34 µM; 5.9% of 77,000 active; AID 624255;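 active means mean inhibition above about 93%, with at least 55% of replicates each passing it, limit read from the data, passing the limit was not always enough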
GASC1 inh: blocks human GASC-1 (KDM4C) demethylase activity; Q9H3R0; GST-KDM4C 2-372, H3K9me3 peptide, LANCE TR-FRET; inhibition, % at 12.5 µM; 0.15% of 96,000 active; AID 720574;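 active means mean replicate inhibition above about 25%, with at least 55% of replicates also reaching it, limit read from the data, passing the limit was not always enough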
Target sequence (Q9H3R0 2-372 limits assumed): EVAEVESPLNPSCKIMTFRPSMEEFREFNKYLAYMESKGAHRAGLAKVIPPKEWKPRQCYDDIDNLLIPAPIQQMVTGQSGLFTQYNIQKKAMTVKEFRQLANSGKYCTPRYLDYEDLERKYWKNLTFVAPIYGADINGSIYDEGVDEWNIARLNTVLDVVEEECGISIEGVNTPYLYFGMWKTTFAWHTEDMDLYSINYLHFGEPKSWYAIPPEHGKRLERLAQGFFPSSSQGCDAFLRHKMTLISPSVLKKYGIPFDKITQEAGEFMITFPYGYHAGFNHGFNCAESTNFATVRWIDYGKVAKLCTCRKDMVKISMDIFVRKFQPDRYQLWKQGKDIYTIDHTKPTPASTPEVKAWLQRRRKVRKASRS
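Test system – GST-tagged GASC-1 (JMJD2C) catalytic fragment, aa 2-372 · Medium – HEPES buffer, pH 7.5, plus ascorbate · Reagent – H3K9me3 peptide with Fe(II)/2OG · Compound – one test concentration per compound · Timing – 30 min reaction, 60 min detection, RT · Technique – TR-FRET with Eu antibody and ULight streptavidin, EDTA stop · Read-out basis – inhibition from TR-FRET ratio decrease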
C diff growth: blocks growth of Clostridium difficile; Clostridium difficile clinical isolate growth, OD600, 24 h; stronger effect = lower value; growth activity, negative = inhibition, % at 16 µg/mL (by protocol); 0.25% of 86,000 active; AID 1259249;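 active means mean growth activity at or below -80% and every replicate also at or below -80%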;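 further: 0% = DMSO wells and -100% = levofloxacin 16 µg/mL wells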
Pf Dd2 inh: blocks growth of Plasmodium falciparum Dd2 parasites; P. falciparum Dd2 growth, SYBR Green, 72 h; stronger effect = lower value; activity change, % at 10 µM; 2.3% of 94,000 active; AID 1159554; in the data active means activity change below about -80%
* hit, by the source's call; · = not tested or not shown; & = joins results of further samples.

T cruzi growth	GASC1 inh	C diff growth	Pf Dd2 inh	SMILES
·	·	10	0	COc1cccc(-c2ccc(CC[C@H]3O[C@H]4CC[C@H](CO)O[C@H]4C[C@H]3NS(C)(=O)=O)cc2)c1
52	-0.6	-5	-11	C/C=C/c1ccc2c(c1)O[C@H](CN(C)C(=O)c1ccc3c(c1)OCO3)[C@H](C)CN([C@H](C)CO)S2(=O)=O
0	-1.2	-6	-35	COc1ccc(S(=O)(=O)N(C)C[C@@H]2OCCCC[C@@H](C)Oc3ccc(NS(=O)(=O)c4c(C)noc4C)cc3C(=O)N([C@H](C)CO)C[C@@H]2C)cc1
-48	0.0	-6	34	CN1CCN(C(=O)C[C@@H]2C[C@H]3c4cc(NS(C)(=O)=O)ccc4O[C@H]3[C@H](CO)O2)CC1
-10	0.9	·	-19	O=C(CN1CCOCC1)N[C@@H]1CC[C@@H](CCNC(=O)C2CCC2)O[C@@H]1CO
-19	-1.0	-3	10	COc1cccc(CNC(=O)C[C@H]2CC[C@@H]3[C@H](COc4ccc(NS(=O)(=O)c5ccccc5F)cc4C(=O)N3C)O2)c1
-3	-2.2	-1	-21	CCC(=O)N(C)C[C@@H]1Oc2ncc(/C=C/c3ccccc3)cc2C(=O)N([C@H](C)CO)C[C@H]1C
·	-0.6	-2	-8	COc1ccc(NC(=O)N(C)C[C@@H]2Oc3cc(Br)ccc3S(=O)(=O)N([C@H](C)CO)C[C@H]2C)cc1
40	0.7	-1	-10	CC(C)NC(=O)Nc1ccc2c(c1)C(=O)N([C@@H](C)CO)C[C@@H](C)[C@H](CN(C)C(=O)c1ccccc1)OCCCC[C@H](C)O2
68	-2.6	1	-68	Cc1ccc(S(=O)(=O)Nc2ccc3c(c2)C(=O)N([C@H](C)CO)C[C@@H](C)[C@@H](CN(C)C(=O)NC2CCCCC2)OCCCC[C@@H](C)O3)cc1
·	-4.3	-4	17	CN(C)CC(=O)N[C@@H]1CC[C@H](CCNC(=O)C2CCCC2)O[C@H]1CO
102*	-1.4	0	-37	COc1ccccc1-c1ccc2c(c1)O[C@H](CN(C)S(=O)(=O)c1ccc(F)cc1)[C@H](C)CN([C@H](C)CO)S2(=O)=O
2	1.2	2	19	CN1CCN(C(=O)C[C@H]2C=C[C@@H](NC(=O)c3ccc4c(c3)OCO4)[C@H](CO)O2)CC1
-100	0.6	-2	1	Cc1noc(C)c1NC(=O)N(C)C[C@@H]1Oc2ccc(NC(=O)CCCN(C)C)cc2C(=O)N([C@@H](C)CO)C[C@H]1C
15	-0.3	-4	12	C[C@H](CO)N1C[C@H](C)[C@H](CN(C)Cc2ccc(Cl)c(Cl)c2)Oc2ccc(NS(=O)(=O)c3cn(C)cn3)cc2C1=O
83	-0.6	75	-29	Cc1ccccc1-c1ccc([C@@H]2[C@@H](CO)N3CCCCN(C(=O)Nc4ccc(F)cc4)C[C@H]23)cc1
77	0.2	10	-56	COc1ccc(NC(=O)N(C)C[C@@H]2Oc3ncc(C#Cc4cccc(F)c4)cc3C(=O)N([C@H](C)CO)C[C@@H]2C)cc1
·	2.5	-7	-67	CCCC#Cc1ccc2c(c1)[C@@H]1[C@@H](CCN1C(=O)C1CCCCC1)[C@@H](CO)N2
68	-0.4	5	·	O=C(O)[C@@H]1[C@@H](CO)[C@@H]2Cn3c(ccc(-c4cccc(F)c4)c3=O)[C@@H]2N1C(=O)c1ccccn1
·	·	-2	15	COc1ccc(-c2cnc3c(c2)C(=O)N([C@H](C)CO)C[C@H](C)[C@H](CN(C)C(=O)Cc2cccnc2)O3)cc1
-32	0.9	·	15	CCC(=O)N[C@H]1C=C[C@@H](CC(=O)NCc2cc(F)cc(F)c2)O[C@H]1CO
-6	-1.0	-7	32	Cc1noc(C)c1NC(=O)N(C)C[C@@H]1Oc2ccc(NC(=O)NC(C)C)cc2CC(=O)N([C@H](C)CO)C[C@@H]1C
·	1.2	·	-14	CO[C@H]1CN(C)C(=O)c2ccc(NC(=O)Nc3c(C)noc3C)cc2OC[C@@H](C)N(CCC(F)(F)F)C[C@@H]1C
13	0.7	3	6	CC(C)NC(=O)N(C)C[C@H]1Oc2ccc(NS(=O)(=O)c3cn(C)cn3)cc2CC(=O)N([C@H](C)CO)C[C@@H]1C
·	3.3	-6	-1	CS(=O)(=O)N1CC(=O)N2[C@H](CO)[C@H](c3ccc(C#CC4CCCC4)cc3)[C@H]2C1
-14	1.3	-1	-19	C[C@@H]1CN([C@@H](C)CO)C(=O)c2cc(N(C)C)ccc2O[C@H]1CN(C)C(=O)Nc1cccc2ccccc12
91	-2.3	-1	-60	CCS(=O)(=O)N1[C@H](C#N)[C@H](c2ccc(C#Cc3ccccc3F)cc2)[C@@H]1CO
6	0.7	·	37	CO[C@H]1CN(C)C(=O)c2cc(NC(C)=O)ccc2OC[C@H](C)N(Cc2cncnc2)C[C@@H]1C
54	-0.2	·	26	C[C@H](CO)N1C[C@H](C)[C@H](CN(C)Cc2cncnc2)Oc2cc(C#CC3CC3)ccc2S1(=O)=O
17	-0.4	1	-4	COCC(=O)Nc1ccc2c(c1)C(=O)N(C)[C@H]1CC[C@@H](CC(=O)NCc3cccc(F)c3)O[C@@H]1CO2
-17	1.8	·	4	COC(=O)N(C)C[C@H]1OCc2ccccc2-c2c(n(C)c3ccccc23)C(=O)N([C@@H](C)CO)C[C@@H]1C
4	1.3	9	-46	C[C@H]1CN([C@@H](C)CO)C(=O)c2cccc(NS(=O)(=O)c3cn(C)cn3)c2O[C@@H]1CN(C)C(=O)Nc1ccc(F)cc1

3 compounds from above, arranged by their value in Pf Dd2 inh, largest number first:
| mol | T cruzi growth | GASC1 inh | C diff growth | Pf Dd2 inh |
| --- | --- | --- | --- | --- |
| CO[C@H]1CN(C)C(=O)c2cc(NC(C)=O)ccc2OC[C@H](C)N(Cc2cncnc2)C[C@@H]1C | 6 | 0.7 | · | 37 |
| COCC(=O)Nc1ccc2c(c1)C(=O)N(C)[C@H]1CC[C@@H](CC(=O)NCc3cccc(F)c3)O[C@@H]1CO2 | 17 | -0.4 | 1 | -4 |
| C[C@H]1CN([C@@H](C)CO)C(=O)c2cccc(NS(=O)(=O)c3cn(C)cn3)c2O[C@@H]1CN(C)C(=O)Nc1ccc(F)cc1 | 4 | 1.3 | 9 | -46 |

Entries of single compounds as entered above.
Entry for CS(=O)(=O)N1CC(=O)N2[C@H](CO)[C@H](c3ccc(C#CC4CCCC4)cc3)[C@H]2C1 = T cruzi growth = ·; GASC1 inh = 3.3; C diff growth = -6; Pf Dd2 inh = -1
Entry for C[C@H]1CN([C@@H](C)CO)C(=O)c2cccc(NS(=O)(=O)c3cn(C)cn3)c2O[C@@H]1CN(C)C(=O)Nc1ccc(F)cc1 = T cruzi growth = 4; GASC1 inh = 1.3; C diff growth = 9; Pf Dd2 inh = -46

Other results follow.
T cruzi growth	GASC1 inh	C diff growth	Pf Dd2 inh	SMILES
·	-0.9	-3	-2	Cc1ccccc1-c1ccc2c(c1)O[C@@H](CN(C)C(=O)c1ccccn1)[C@H](C)CN([C@@H](C)CO)S2(=O)=O
-31	0.8	-2	35	C[C@@H]1CCCCO[C@H](CN(C)C(=O)CCCN(C)C)[C@@H](C)CN([C@H](C)CO)C(=O)c2cc(NC(=O)c3ccncc3)ccc2O1
·	-1.6	-5	-9	C/C=C/c1ccc([C@H]2[C@@H](CO)N(C(=O)CC)C23CN(S(=O)(=O)CC)C3)cc1
-21	0.2	-2	-10	CO[C@H]1CN(C)C(=O)c2ccc(NC(=O)Nc3ccccc3F)cc2OC[C@@H](C)NC[C@@H]1C
-16	-0.4	3	4	CN1[C@@H]2c3ccc(C4=CCCC4)c(=O)n3C[C@H]1[C@H](CO)[C@H]2C(=O)N1CCOCC1
78	0.3	·	-40	CCCC(=O)Nc1ccc2c(c1)OC[C@H](C)N(Cc1cccc(F)c1)C[C@@H](C)[C@@H](OC)CN(C)C2=O
8	2.2	-8	2	CC(C)c1cn(CC[C@@H]2CC[C@@H](NS(=O)(=O)c3ccccc3)[C@@H](CO)O2)nn1
73	-23	-4	-48	C[C@@H]1CN([C@@H](C)CO)C(=O)c2cccc(NC(=O)c3ccc(-c4nccs4)cc3)c2O[C@@H]1CN(C)S(=O)(=O)c1ccccc1
-20	1.4	-9	1	Cc1ccc(S(=O)(=O)Nc2ccc3c(c2)C(=O)N([C@@H](C)CO)C[C@@H](C)[C@H](CN(C)C(=O)Nc2ccc(F)cc2)O3)cc1
94	-1.1	73	8	N#Cc1cccc(-c2ccc([C@@H]3[C@H](CO)N4CCCCN(C(=O)Nc5ccc(F)cc5)C[C@@H]34)cc2)c1
-12	-0.5	-11	14	O=S(=O)(N[C@H]1CC[C@@H](CCn2cc(-c3cccc(F)c3)nn2)O[C@@H]1CO)c1ccccc1
16	-2.3	4	3	CCN(C[C@@H]1[C@@H](c2ccccc2)[C@@H](CO)N1C(=O)C1CC1)C(=O)NC1CCCC1
·	0.4	3	52	COc1ccc2c3c(n(C)c2c1)[C@@H](CO)N(C(=O)NC(C)C)CC31CN(C(C)=O)C1
37	-0.9	·	3	COc1ccc(S(=O)(=O)N[C@@H]2C=C[C@@H](CC(=O)N3CCc4ccccc4C3)O[C@H]2CO)cc1
39	0.9	·	·	CO[C@@H]1CN(C)C(=O)c2ccc(NC(=O)C3CC3)cc2OC[C@@H](C)N(CCC(F)(F)F)C[C@@H]1C
-20	-0.6	3	-8	O=C(Nc1ccccc1F)N1[C@@H]2CNc3ccccc3[C@@H]2[C@@H]1CO
13	3.3	·	-35	CCC(=O)Nc1ccc2c(c1)C(=O)N(C)C[C@H](OC)[C@H](C)CN(C(=O)c1ccncc1)[C@H](C)CO2
8	3.1	-2	18	C[C@H](CO)N1C[C@H](C)[C@@H](CN(C)C(=O)CCCN(C)C)OCCCC[C@H](C)Oc2ccc(NC(=O)Nc3ccc(F)cc3)cc2C1=O
79	20	-6	-54	C[C@@H](NC(=O)C[C@H]1C[C@@H]2c3cc(N(C)C)ccc3O[C@@H]2[C@@H](CO)O1)c1ccccc1
49	-1.0	5	-70	C[C@@H]1CN([C@@H](C)CO)C(=O)Cc2cc(NC(=O)C3CCCCC3)ccc2O[C@@H]1CN(C)CC1CCCCC1
76	-1.5	1	-65	COc1cccc(-c2ccc3c(c2)[C@@H]2[C@@H](CCN2S(=O)(=O)c2ccccc2OC)[C@H](CO)N3)c1
·	6.5	4	11	O=C(Cc1ccncc1)NCC[C@@H]1CC[C@H](NC(=O)C2CC2)[C@@H](CO)O1
3	-2.2	0	-37	C[C@H](CO)N1C[C@H](C)[C@H](CN(C)S(=O)(=O)c2ccccc2F)Oc2ncc(C#Cc3cccnc3)cc2C1=O
39	0.2	-1	35	CCC(=O)N1CCCCN2[C@H](C1)[C@@H](c1ccc(-c3cccc(C(=O)N(C)C)c3)cc1)[C@@H]2CO
·	-2.9	6&-7	17	CCNC(=O)C[C@H]1CC[C@H]2[C@@H](COC[C@@H](O)CN2C(=O)c2cc(Cl)cc(Cl)c2)O1
-5	-0.6	10	-29	C[C@@H]1CN([C@@H](C)CO)C(=O)c2cccc(NC(=O)c3nc4ccccc4s3)c2O[C@H]1CN(C)CC1CCCCC1
52	-4.7	-8	-7	Cc1ccc(S(=O)(=O)N(C)C[C@H]2Oc3c(NC(=O)c4ccc(-c5nccs5)cc4)cccc3C(=O)N([C@@H](C)CO)C[C@@H]2C)cc1
-69	-0.2	9	-53	C/C=C/c1ccc2c(c1)O[C@@H](CN(C)C(=O)Nc1cc(F)ccc1F)[C@H](C)CN([C@H](C)CO)S2(=O)=O
106*	-0.6	-5	9	C[C@@H]1CN([C@H](C)CO)C(=O)c2cc(NC(=O)Nc3cccc4ccccc34)ccc2O[C@H]1CN(C)Cc1ccc(C(F)(F)F)cc1
52	-1.0	1	-38	Cc1noc(C)c1S(=O)(=O)N(C)C[C@H]1OCc2ccccc2-c2c(n(C)c3ccccc23)C(=O)N([C@@H](C)CO)C[C@@H]1C
·	·	-1	-60	COc1ccc2c3c(n(C)c2c1)[C@H](CO)N(Cc1ccc2c(c1)OCO2)CC31CCN(C(=O)C2CC2)CC1
·	1.4	-9	-5	CCC(=O)N1CC(=O)N2[C@H](CO)[C@@H](c3ccc(C#Cc4cccc(F)c4)cc3)[C@H]2C1
23	1.2	-3	-1	CS(=O)(=O)N1CCCCN2[C@H](CO)[C@@H](c3ccc(Br)cc3)[C@H]2C1
51	-1.5	3	-5	CCCNC(=O)C[C@H]1CC[C@H]2[C@H](COc3ccc(NC(=O)Nc4ccccc4)cc3C(=O)N2C)O1
·	-0.4	1	-24	CCCNC(=O)N1CC(=O)N2[C@H](CO)[C@H](c3ccc(-c4ccc(F)cc4)cc3)[C@@H]2C1
64	0.3	-2	18	CC(C)NC(=O)NC[C@H]1[C@H](c2ccccc2)[C@H](CO)N1C(=O)c1ccccc1
-15	-2.6	-2	5	C[C@@H]1CN([C@H](C)CO)C(=O)c2cc(NS(C)(=O)=O)ccc2O[C@@H]1CN(C)S(=O)(=O)c1ccccc1
-24	-0.8	-2	8	COC(=O)C[C@H]1CC[C@@H]2[C@H](COc3ccc(NC(=O)Nc4cccc(F)c4)cc3C(=O)N2C)O1
